Screening data from PubChem BioAssay.
TRHR agonist – activates the human TRH receptor; P34981; TRHR cells, calcium flux fluo-8, FDSS agonist mode; activation, % at 2 µM; 0.18% of 360,000 active; note: 0% is about no effect
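TRHR-expressing cells, plated overnight in medium with 10% serum, were loaded with fluo-8 calcium dye at room temperature. After a 10 s baseline, library compound was pin-added and calcium release was recorded kinetically (ex 480/em 530) as agonist response.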
D1 potentiator – human D1 dopamine receptor positive modulation; HEK293 TREx D1 cells, calcium flux, dopamine EC20 potentiation; 0.036% of 360,000 active; AID 504651; potentiation, % at 10 µM; P21728; in the data active = potentiation above about 30%; note: 0% is about no effect
Target sequence (P21728 whole entry, looked up): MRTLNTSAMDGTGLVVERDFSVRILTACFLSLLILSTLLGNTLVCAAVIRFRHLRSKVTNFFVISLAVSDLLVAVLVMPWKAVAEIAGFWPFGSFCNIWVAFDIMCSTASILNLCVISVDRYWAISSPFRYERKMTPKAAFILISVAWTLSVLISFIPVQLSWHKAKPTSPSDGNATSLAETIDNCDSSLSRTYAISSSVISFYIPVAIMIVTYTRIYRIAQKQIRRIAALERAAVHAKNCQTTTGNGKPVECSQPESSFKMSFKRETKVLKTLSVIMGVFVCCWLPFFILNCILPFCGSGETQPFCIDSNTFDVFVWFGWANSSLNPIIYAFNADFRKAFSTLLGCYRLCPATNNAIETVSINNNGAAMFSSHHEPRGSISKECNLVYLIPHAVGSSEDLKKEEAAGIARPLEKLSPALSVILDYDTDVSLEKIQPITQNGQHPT
D2 potentiator – positively modulates the human D2 dopamine receptor allosterically. HEK293 T-REx D2, calcium flux, EC20 dopamine potentiation. AID 485347. 0.34% of 340,000 active. P14416. potentiation, % at 10 µM;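 active = potentiation over 3 SD above the plate norm, cut at about 30% in these data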; note: 0% is about no effect
Target sequence (P14416 whole entry, looked up): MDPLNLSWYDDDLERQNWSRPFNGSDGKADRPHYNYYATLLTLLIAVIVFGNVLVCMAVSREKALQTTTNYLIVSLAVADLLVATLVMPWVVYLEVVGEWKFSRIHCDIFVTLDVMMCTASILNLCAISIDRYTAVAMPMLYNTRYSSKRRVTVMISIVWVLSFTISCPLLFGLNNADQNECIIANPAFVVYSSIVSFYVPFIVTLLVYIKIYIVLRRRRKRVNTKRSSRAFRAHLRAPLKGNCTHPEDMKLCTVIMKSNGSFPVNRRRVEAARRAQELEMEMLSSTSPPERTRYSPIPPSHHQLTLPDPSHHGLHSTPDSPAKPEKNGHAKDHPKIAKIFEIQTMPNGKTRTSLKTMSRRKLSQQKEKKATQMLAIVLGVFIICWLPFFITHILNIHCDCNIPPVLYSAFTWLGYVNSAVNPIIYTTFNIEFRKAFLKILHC
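Potentiation of an EC20 dopamine calcium response is measured in a force-coupled, tetracycline-inducible Hek293 Trex D2 line. Compound-only kinetic reads over 180 s flag agonists before dopamine addition.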
D1 agonist – human D1 receptor agonism | HEK293 T-REx D1 cells, calcium flux, agonist mode | activation, % at 2 µM | 1% of 360,000 active | P21728; note: 0% is about no effect
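Tetracycline-induced HEK293 TREx D1 cells, force-coupled to calcium signalling, were dye-loaded with a no-wash calcium kit. Compound was pin-added after a 10 s baseline. Fluorescence was read kinetically at 1 cycle/s for 180 s, with calcium rises flagged as agonism.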
D2 agonist – activates the human D2 dopamine receptor | P14416 | HEK293 T-REx D2 cells, calcium flux agonist mode | activation, % at 2 µM | 0.53% of 340,000 active | AID 485358;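 active = activation over 3 SD above normal in the single-dose calcium agonist read, cut at about 30% in these data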; note: 0% is about no effect
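HEK293 Trex D2 cells, tetracycline-induced, o/n 30 C 5% CO2; no-wash Ca dye, RT 30–90 min; 10-cycle baseline, 23 nl cpd added, kinetic Ca read 180 s; agonist hits = positive Ca response.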
RXFP1 antag – RXFP1 (human) relaxin receptor antagonism; HEK293-RXFP1, relaxin-stimulated cAMP HTRF, 30 min; hits give low values; activity change, negative = inhibition, % at 57.5 µM; 0.59% of 350,000 active; AID 1259400;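 active = activity change of -60% or lower, but not beyond a set lower limit; inconclusive = change between -60% and -40%, or beyond the set limit; inactive = change above -40%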; note: % is set by controls: 0 for no effect and ±100 for the full control effect
D1 antagonist – human D1 dopamine receptor antagonism; P21728; HEK293 TREx D1 cells, calcium flux, dopamine EC80; hits give low values; activity change, negative = inhibition, % at 10 µM; 3.2% of 360,000 active; AID 504652; in the data active = activity change below about -30%; note: % is set by controls: 0 for no effect and ±100 for the full control effect
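Using tetracycline-induced force-coupled D1 Hek293 cells and a calcium dye, signals were followed for 180 s after compound, then for 180 s after EC80 dopamine, to detect inhibitors.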
TRHR PAM – allosterically enhances the human TRH receptor | TRHR cells, fluo-8 calcium fluorescence, EC20 TRH enhancement | enhancement, % at 2 µM | 0.66% of 360,000 active | AID 493056; in the data active = enhancement above about 30%; note: 0% is about no effect
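Enhancer read-out: after compound pinning and an initial kinetic agonist-mode read, an EC20 of TRH (10 nM final) was injected and fluo-8 calcium signal (Ex 480/Em 530) followed at 1 s/cycle for 100 cycles in TRHR-expressing cells.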
D2 antagonist – antagonizes the human D2 dopamine receptor; P14416; HEK293 TREx D2 cells, calcium flux, dopamine EC80; inhibition, % at 10 µM; 2% of 340,000 active; AID 485344; in the data active = inhibition above about 30%; note: 0% is about no effect
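Overnight-induced (tetracycline, 30 C) HEK293 T-REx cells carrying force-coupled D2 receive a no-wash calcium dye, then compound, then EC80 dopamine at 180 s; signals are read kinetically throughout.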
* marks the source's active call; other numbers are inactive results; ? = inconclusive; . = not tested or not shown. Cut-off read from the data, not from the text of the source, unless noted: active = activation above about 30%; inactive = the rest. Random draw from the library (roughly 7.1% active in at least one column).

SMILES	TRHR agonist	D1 potentiator	D2 potentiator	D1 agonist	D2 agonist	RXFP1 antag	D1 antagonist	TRHR PAM	D2 antagonist
O=C(COC(=O)C1CC1)Nc1nc(-c2ccc(F)c(F)c2)cs1	-0.4	3	-4	2	-0.1	5	-12	-6	1
CCC(C)(C)NC(=O)CCCSc1nc2ccccc2[nH]1	-0.1	-8	-2	1	-0.5	-10	-9	-1	8
CCOc1ccc(N2CSC3=C(C#N)C(c4ccco4)CC(=O)N3C2)cc1 (stereo not drawn)	0.8	-5	-8	2	-0.1	3	-10	3	-11
O=c1c2ccccc2[nH]c(=S)n1CCCN1CCN(c2ccccc2)CC1	0.2	-10	5	1	0.6	?	-58*	1	-24
CC(C)CC(=O)NC1CC(=O)N(c2ccc3c(c2)OCCO3)C1 (stereo not drawn)	-0.8	0	7	1	-1.8	.	.	11	.
COc1cc(C(=O)Nc2ccc3c(c2)OCCO3)c(-n2cnnn2)cc1OC	0.0	-8	-7	2	-0.4	-15	3	-1	16
Cc1cc2nnc(SCC(=O)Nc3cc(S(=O)(=O)N4CCOCC4)ccc3Cl)n2c2ccccc12	-0.3	1	-10	-1	-1.3	-6	1	-4	-12
CCOC(=O)c1ccc(N2C(=O)C3CC=CCC3C2=O)cc1 (stereo not drawn)	-0.1	7	1	4	0.8	24	7	6	-14
Nc1nnc(CCOc2ccccc2Cl)s1	0.1	-6	-1	6	0.6	1	28	0	14
CC(C)(C)SCCNC(=O)c1ccc(CN2CCc3ccccc3C2)cc1	-0.9	-2	-19	2	34*	-3	3	1	10
CCOC(=O)c1ccccc1NS(=O)(=O)c1ccc(S(=O)(=O)N2CCCC2)cc1	0.0	-7	.	1	.	-12	5	4	.
COc1ccc(C(=O)N2C(=S)NC(=O)/C2=C\c2ccc(C)cc2)cc1	4.4	0	1	5	-0.7	7	-16	-5	-3
O=C(NCC(=O)N(CC1CCCO1)C1(C(=O)NC2CCCC2)CCCCC1)c1ccccc1 (stereo not drawn)	0.6	1	15	0	0.5	-13	-9	-2	2
CCOc1ccccc1NC(=S)N1CCCCCC1	-0.6	4	10	9	-0.2	-2	-37*	0	-6
Cc1ncoc1C(=O)Nc1ccc(Oc2ccccc2)cc1	1.6	-1	2	10	4.4	3	-11	6	9
CC(=O)Nc1ccc(OCCOc2ccccc2C(C)=O)cc1	0.4	.	-3	5	2.8	-14	-16	0	14
O=C(O)CSCC(=O)N1CCN(c2ccnc3cc(Cl)ccc23)CC1	1.0	-4	-8	4	-1.5	-13	-1	6	0
O=C(NC1(C(F)(F)F)N=C(c2ccccc2)N(C2CCCCC2)C1=O)c1ccc(F)cc1 (stereo not drawn)	-0.7	-1	-5	-1	.	.	2	21	.
COc1ccccc1N1CCN(S(=O)(=O)c2ccc(Br)s2)CC1	-1.1	2	-7	4	-1.1	-16	7	-15	26
CCNC(=O)CSc1nnc(-c2cccc(S(=O)(=O)N3CCOCC3)c2)o1	-0.6	0	5	4	0.7	-10	2	4	29
CCC(C(=O)NCc1ccncc1)c1ccccc1 (stereo not drawn)	-0.1	1	7	3	1.0	-24	-9	1	7
O=C(COc1ccccc1Br)Nc1ccc(S(=O)(=O)N2CCCC2)cc1	0.9	-1	-6	7	0.9	5	-4	-3	0
CC(=O)Oc1oc(-c2ccccc2)nc1/C=N/c1ccccn1	0.7	-5	-1	11	0.7	15	-3	-3	-5
COc1ccc(CCC(=O)NCc2nc3cccnc3n2Cc2ccc(C)cc2)cc1	-0.6	-3	21	0	-0.8	-7	21	-1	.
Cc1ccc(NC(=O)C(=O)NN=C2CCCC2)cc1C	0.5	-4	14	5	1.1	1	9	1	18

Quoted from the listing.
D2 agonist, O=C(COC(=O)C1CC1)Nc1nc(-c2ccc(F)c(F)c2)cs1 stands at -0.1
TRHR agonist, CCC(C)(C)NC(=O)CCCSc1nc2ccccc2[nH]1 stands at -0.1
D2 antagonist, O=C(NCC(=O)N(CC1CCCO1)C1(C(=O)NC2CCCC2)CCCCC1)c1ccccc1 (stereo not drawn) stands at 2
TRHR PAM, O=C(NC1(C(F)(F)F)N=C(c2ccccc2)N(C2CCCCC2)C1=O)c1ccc(F)cc1 (stereo not drawn) stands at 21
D2 antagonist, CC(=O)Nc1ccc(OCCOc2ccccc2C(C)=O)cc1 stands at 14
D2 potentiator, O=C(COc1ccccc1Br)Nc1ccc(S(=O)(=O)N2CCCC2)cc1 stands at -6

Further compounds follow:
SMILES	TRHR agonist	D1 potentiator	D2 potentiator	D1 agonist	D2 agonist	RXFP1 antag	D1 antagonist	TRHR PAM	D2 antagonist
CCOC(=O)c1c(C)c(C(=O)N2CCN(C(=O)c3ccco3)CC2)c(C)n1C	-0.6	0	0	2	1.4	-9	-3	-3	15
CC1CCC(NC(=O)Cn2ncc3c4ccccc4n(Cc4ccc(Cl)cc4)c3c2=O)CC1 (stereo not drawn)	0.4	-2	-4	5	1.7	-3	-3	-1	.
O=C(N/C(=C\c1cccnc1)C(=O)N1CCOCC1)c1ccco1	1.4	-6	-11	1	-0.3	-7	-33*	6	9
O=C(Cc1ccccc1)N[C@@H](Cc1ccc(O)cc1)C(=O)O	-0.3	7	3	2	-0.1	.	15	3	36*
COc1ccc(C)cc1NC(=O)c1ccc2c(Cl)c3c(nc2c1)CCC3	0.3	2	0	1	0.7	.	4	-4	.
CC(=O)N1c2ccc(S(=O)(=O)N3CCCCCC3)cc2CC1C(=O)NCc1ccc(Cl)cc1 (stereo not drawn)	0.4	1	3	1	-1.8	.	8	1	.
Cc1ccc(NC(=O)c2c(C)nc3sc(C(=O)Nc4ccc(F)cc4)c(N)c3c2-c2ccc(Cl)cc2)c(C)c1	0.2	0	19	0	0.1	-7	-12	7	.
CCOCCCNC(=O)C1CCN(c2nc3ccc(C)cc3[nH]2)CC1	-0.2	4	12	0	0.1	3	-46*	4	.
CC(C(=O)N1CCc2ccccc21)N1CCN(S(=O)(=O)c2cccs2)CC1 (stereo not drawn)	0.3	-1	12	13	0.7	6	4	8	-1
CC(C)C1CC(CCN2CCCCC2)(c2ccccc2)CCO1 (stereo not drawn)	0.8	1	-1	0	1.0	-1	2	7	3
CN(CCC1CCCCO1)C(=O)CCc1nnc(C2CCCCC2)o1 (stereo not drawn)	0.9	5	14	-1	-0.6	-1	-2	16	-11
CC(=O)N1CCc2cc(S(=O)(=O)CCC(=O)Nc3cc(C)cc(C)c3)ccc21	-0.5	1	-3	0	-0.8	13	-5	8	4
COCCn1c(SCC(=O)Nc2cc(C)on2)nc2ccccc21	0.5	3	8	3	0.1	-12	8	6	-12
COc1ccc(CNS(=O)(=O)c2ccccc2Br)cc1	-0.4	-8	0	1	0.5	.	-11	-7	-3
COc1ccc(Cl)cc1N(CC(=O)NCCSc1ccccn1)S(=O)(=O)c1ccccc1	-1.8	-4	-6	2	-1.3	5	-2	-8	11
CC1CN(C)C(C)C/C1=N/Oc1ccccc1[N+](=O)[O-] (stereo not drawn)	0.3	-5	-19	4	41*	7	-20	-2	25
CC(C)NC(=O)CCn1c(SCc2c(F)cccc2Cl)nc2c(sc3ccccc32)c1=O	-0.2	0	14	2	1.1	7	12	3	.
Cn1c(=O)c2[nH]c(N/N=C(/C#N)C(N)=O)nc2n(C)c1=O	0.3	-2	3	3	3.1	0	-9	-3	-6
COC(=O)c1ccc(/C=N/OCC(=O)Nc2cc(F)ccc2F)cc1	4.0	-7	1	10	1.1	6	-33*	7	6
COc1ccc(C(=O)Nc2ccccc2C(=O)N2CCCCC2C)cc1 (stereo not drawn)	-1.3	-4	-2	1	-2.7	-8	-23	-1	5
Cc1ccc(CSC2=CS(=O)(=O)c3ccccc3N2)cc1	-0.4	6	-19	12	0.8	-18	-4	27	21
COC(=O)CCN(C(=O)c1cccc(OC(C)=O)c1)c1ccccn1	0.1	-2	-13	0	0.6	-3	.	-3	-1
CC(=O)Nc1nc(=S)ss1	2.1	-4	.	2	1.0	-3	-11	0	-19
O=C(NCc1ccccc1)[C@@H]1C[C@H]1[C@@H](NP(=O)(c1ccccc1)c1ccccc1)c1ccccc1	-0.6	1	.	1	.	.	19	-1	.
CCOC(=O)C1=C(N)N(c2ccc(C)cc2)C2=C(C(=O)CCC2)C1c1cccs1 (stereo not drawn)	-0.4	-4	8	5	0.8	-1	5	-4	10

An excerpt from above in order of number of heavy atoms, rising.
SMILES	TRHR agonist	D1 potentiator	D2 potentiator	D1 agonist	D2 agonist	RXFP1 antag	D1 antagonist	TRHR PAM	D2 antagonist
CCOCCCNC(=O)C1CCN(c2nc3ccc(C)cc3[nH]2)CC1	-0.2	4	12	0	0.1	3	-46*	4	.
COc1ccc(C(=O)Nc2ccccc2C(=O)N2CCCCC2C)cc1 (stereo not drawn)	-1.3	-4	-2	1	-2.7	-8	-23	-1	5
CC(=O)N1c2ccc(S(=O)(=O)N3CCCCCC3)cc2CC1C(=O)NCc1ccc(Cl)cc1 (stereo not drawn)	0.4	1	3	1	-1.8	.	8	1	.

More records follow.
SMILES	TRHR agonist	D1 potentiator	D2 potentiator	D1 agonist	D2 agonist	RXFP1 antag	D1 antagonist	TRHR PAM	D2 antagonist
CCOc1ccccc1NC(=O)CN1CCN(Cc2ccccc2)CC1	-0.7	1	13	1	1.2	0	-9	3	16
O=C1CCN(Cc2ccc([N+](=O)[O-])cc2)CCN1CCO	0.1	4	-9	1	0.1	.	-9	2	-16
COCCNC(=S)N1CCN(c2ccc(Cl)cc2)CC1	0.2	-7	3	7	0.1	0	-1	-2	-23
Cn1c(=O)cc(N2CCOCC2)[nH]c1=O	-0.7	7	4	1	0.2	1	3	-3	-10
CCN1CCc2c(sc(NC(=O)c3ccc(S(=O)(=O)N(C)CC4CCCO4)cc3)c2C(N)=O)C1 (stereo not drawn)	0.8	7	-1	3	4.2	-26	2	19	5
COc1ccc(OC)c(N(CC(=O)NC2CC3CCC2C3)S(=O)(=O)c2ccccc2)c1 (stereo not drawn)	0.7	-6	-3	3	-0.5	-1	-12	-2	-28
C#CCOCCOCCOCCNc1nc(N2CCN(C(=O)[C@H](C)n3cc(CCCN=C(N)N)nn3)CC2)nc(N2CCN(C(=O)[C@H](CCCCN)n3cc(CCCC)nn3)CC2)n1	-0.2	-4	-2	0	0.2	.	2	-1	31*
CC1=NOC(=O)/C1=C/c1ccc(-c2ccc(Cl)cc2)o1	2.7	-4	0	0	1.0	.	-3	-14	-3
CCOC(=O)Cn1c(=O)cc(-c2ccccc2)c2c(C)nn(C)c21	-0.2	-7	-8	5	0.6	?	-10	-6	.
COc1cccc(C2C(C(C)=O)=C(C)Nc3ncnn32)c1 (stereo not drawn)	1.2	-1	-4	1	-0.5	5	10	6	-6
CCc1cccc(NC(=S)N(CCOC)C2CCN(C(C)=O)CC2)c1	0.7	0	-1	0	0.3	-3	2	19	-9
Cc1ccccc1NC(=O)C(C)OC(=O)CNS(=O)(=O)c1ccc(C#N)cc1 (stereo not drawn)	0.8	8	5	1	-0.8	-16	5	12	2
CCn1c(/C=C/N(C(C)=O)c2ccccc2)[n+](CC)c2ccc(Cl)cc21	0.0	-6	-1	3	2.3	.	-11	5	-5
CCn1ccnc1CNC(=O)C1CCC(=O)N(Cc2cccc(C(F)(F)F)c2)C1 (stereo not drawn)	0.0	-10	-7	1	-0.3	13	-6	-5	-11
CCOC(=O)C1=C(C)OC(N)=C(C#N)C1c1ccc(C)s1 (stereo not drawn)	1.3	0	2	6	0.5	-12	0	3	-12
